WT yeast gro inh = growth inhibition of WT yeast, mitochondrial fusion screen | mitochondrial fusion phenotypic screen, WT strain | inhibition, % at 10 µM | hit rate 2.1% among 190,000 | AID 1362; in the data active = inhibition above about 58%; tested in S. cerevisiae
Myeloid diff MLP = promotes myeloid progenitor differentiation. ER-HoxA9 myeloid progenitors, lysozyme-GFP differentiation, flow cytometry. calls only at 10 µM. hit rate 1% among 360,000;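 active = normalized GFP-positive differentiation at or above the plate's own cutoff, the solvent-only control mean plus 3 SD; inconclusive = no clear call, values can overlap the other calls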;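 also: cells exposed to compound for four days before flow analysis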
SIAH1 antagonists = blockers of Siah-1 interaction with plectin peptide – biochemical, fluorescence polarization, rhodamine-plectin, uHTS, primary screen (AID 1817). Siah-1 / rhodamine-plectin peptide fluorescence polarization; higher % means a stronger effect. one-dose displacement, % at 20 µM; IC50 in µM for titrated hits. hit rate 0.02% among 290,000;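 active = displacement of at least 50% at 20 µM, with a fluorescence ratio check between 0.3 and a set limit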;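 also: plate controls were Siah plus tracer with DMSO for no effect and tracer alone without Siah for full effect; strong numbers were not always called active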
WT yeast gro inh mutant strain = also measured in WT yeast gro inh; calls as there; inhibition, %; mitochondrial fusion phenotypic screen, mutant strain inhibition
Myeloid diff MLP GFP+ MAC1+ % = further read-out of Myeloid diff MLP, marked with its call; GFP+ MAC1+ double positive, %; measured here: differentiation confirmed by MAC1 staining
Numbers without * were called inactive; i = inactive; ? = inconclusive; . = not tested or not shown. A portion of the library; the hit share may differ from the screen's.

SMILES	WT yeast gro inh	Myeloid diff MLP	Myeloid diff MLP GFP+ MAC1+ %	SIAH1 antagonists	others
COc1ccccc1-c1oc2ccccc2c1C#CCO	.	i	0.8	.
CCn1c(CN2CCC(C)CC2)nc2cc(S(=O)(=O)N3CCCCC3)ccc21	.	i	1.7	.
COc1ccc(NS(=O)(=O)c2cc(NC(=O)c3ccccn3)ccc2OC)cc1Br	.	i	1.3	.
CC(C)Cn1c(N)c(C(=O)COC(=O)c2ccc(Br)cc2)c(=O)n(C)c1=O	.	i	0.4	.
CCC(=O)N1CCC1(C)C(=O)Nc1ccc2c(c1)OCO2 (stereo not given)	.	i	0.8	.
CCOC(=O)CNC(=O)CSc1nc(C(C)C)nc2c1cnn2-c1ccccc1	.	i	0.7	.
COc1ccc(NC(=O)C2(C)CCN2C(=O)Cc2ccccc2)cc1OC (stereo not given)	.	i	0.7	.
C[C@H](CO)N1C[C@H](C)[C@@H](CN(C)S(=O)(=O)c2ccccc2)OCCCC[C@H](C)Oc2ccc(NC(=O)CCC(F)(F)F)cc2C1=O	.	i	1.3	.
CCCS(=O)(=O)NC(=O)C1(C)CCCN(C(=O)c2cc(OC)ccc2Br)C1 (stereo not given)	.	i	0.9	.
COCCNC(=S)N(CCCO)Cc1cc2cc3c(cc2[nH]c1=O)OCO3	.	i	0.9	.
O=C(NCCc1cn2cccnc2n1)C1CCC(=O)N(Cc2ccccc2F)C1 (stereo not given)	.	i	0.3	.
CN(C)CCN(Cc1ccccc1)C(c1ccnc2ccccc12)c1nnnn1-c1ccc2c(c1)OCCO2 (stereo not given)	.	i	1.5	.
CCOc1cc(N2CCOCC2)c(OCC)cc1NC(=O)c1cc(S(=O)(=O)N2CCOCC2)ccc1Cl	.	i	0.3	.
NC(=S)NN=C1c2ccccc2-c2cc(Br)ccc21	.	i	1.6	.
O=C(Nc1ccccc1)Nc1nnc([C@@H]2C[C@H](O)[C@@H](CO)O2)s1	.	i	1.2	.
CCOc1ccc(C(C)=O)cc1COC(=O)c1ccccc1C(=O)N(C)Cc1ccccc1	.	i	0.3	.
O=C1c2[nH]c3ccccc3c2CC1N1C(=O)c2ccccc2C1=O (stereo not given)	.	i	0.4	.
CC(C)Oc1cc(F)ccc1-c1cc(C(=O)NCc2cccs2)[nH]n1	.	i	1.5	.
CN(C(=O)c1cccc(NC(=O)Cc2ccc([N+](=O)[O-])cc2)c1)C1CCCC1	.	i	2.3	.
CC1(C(=O)NS(=O)(=O)c2cccc(C#N)c2)CCN1C(=O)C1(c2ccc(Cl)cc2)CCC1 (stereo not given)	.	i	0.7	.

Molecules from the list above containing an NH in an aromatic ring, in the order listed:
SMILES	WT yeast gro inh	Myeloid diff MLP	Myeloid diff MLP GFP+ MAC1+ %	SIAH1 antagonists	others
COCCNC(=S)N(CCCO)Cc1cc2cc3c(cc2[nH]c1=O)OCO3	.	i	0.9	.
O=C1c2[nH]c3ccccc3c2CC1N1C(=O)c2ccccc2C1=O (stereo not given)	.	i	0.4	.
CC(C)Oc1cc(F)ccc1-c1cc(C(=O)NCc2cccs2)[nH]n1	.	i	1.5	.

(continued)
SMILES	WT yeast gro inh	Myeloid diff MLP	Myeloid diff MLP GFP+ MAC1+ %	SIAH1 antagonists	others
O=C(NN=Cc1ccccc1O)C(O)c1ccccc1 (stereo not given)	.	i	0.6	.
C#CCOCCOCCOCCNc1nc(N2CCN(C(=O)[C@H](CC(N)=O)n3cc([C@@H](N)CC(N)=O)nn3)CC2)nc(N2CCN(C(=O)[C@H](CC(N)=O)n3cc([C@@H](N)CC(N)=O)nn3)CC2)n1	.	i	0.3	.
CC(C)c1ccc(CC(=O)N2CCC2(C)C(=O)Nc2ccc3c(c2)OCCO3)cc1 (stereo not given)	.	i	0.6	.
Cc1cc(C(=O)OCC(=O)N(C)c2ccccc2)c2ccccc2n1	.	i	0.4	.
Cc1ccc(CN2C(=O)c3ccccc3C2c2nnnn2C(C)C)cc1 (stereo not given)	.	i	1.0	.
COCCCN1C(=O)C(CC(=O)NCc2cccc3ccccc23)CC(C(=O)N(C(C)C)C(C)C)=C1C (stereo not given)	.	i	0.7	.
CC(C)C1C(=O)N(Cc2cn(CC3CCCCC3)nn2)CCS(=O)(=O)N1Cc1ccc(-c2ccccc2)cc1 (stereo not given)	.	i	1.0	.
CC1(C)C2(C#N)C(=O)NC(=O)C12C#N (stereo not given)	.	i	0.6	.
CC(=O)N1C[C@H]2CON(C)[C@H]2C[C@H]1c1cccc(N2CCOCC2)c1	.	i	1.1	.
Cc1nn(C)cc1CN(C)C(=O)C1CCC(=O)N(CCc2cccc(F)c2)C1 (stereo not given)	.	i	0.8	.
CN(Cc1ccc2nsnc2c1)C(=O)C1CCC(=O)N(CCc2ccccc2)C1 (stereo not given)	.	i	0.5	.
COc1ccc(NS(=O)(=O)c2ccc(C(=O)N3CCCCCC3)cc2)cc1	.	i	1.5	.
CCN(CC)C(=O)[C@H]1C[C@H](CC(=O)NC/C=C(\C)CCC=C(C)C)C(=O)N2CCc3c([nH]c4cc(CCC(=O)N(C)C)ccc34)[C@]12C	.	i	1.4	.
O=[N+]([O-])c1ccccc1NS(=O)(=O)c1ccccc1	.	i	1.3	.
O=C(NC(c1ccc(Cl)cc1)c1cnccn1)C1CCN(Cc2ccc(Oc3ccccc3)cc2)CC1 (stereo not given)	.	i	1.3	.
CNc1snc(C)c1C(=O)OCC(=O)NCc1ccccc1OC	.	i	2.7	.
COc1cc2c(cc1CNC[C@H]1O[C@@H](n3cnc(C(N)=O)n3)[C@H](O)[C@@H]1O)OCO2	.	i	0.4	.
COc1ccc(N2N=NN(C(C)C)C2=C(Cl)c2nnnn2-c2ccc(OC)cc2)cc1	.	?	.	.
Cc1ccc(F)cc1C(=O)N1CCOCC1c1cc(C(=O)NCc2ccccc2)no1 (stereo not given)	.	i	1.6	.
COc1ccccc1COC(=O)C(NC(=O)c1ccc(C)cc1)C(C)C (stereo not given)	.	i	0.6	.

5 compounds out of the list, ordered by heavy-atom count, ascending.
SMILES	WT yeast gro inh	Myeloid diff MLP	Myeloid diff MLP GFP+ MAC1+ %	SIAH1 antagonists	others
CC1(C)C2(C#N)C(=O)NC(=O)C12C#N (stereo not given)	.	i	0.6	.
CC(=O)N1C[C@H]2CON(C)[C@H]2C[C@H]1c1cccc(N2CCOCC2)c1	.	i	1.1	.
Cc1nn(C)cc1CN(C)C(=O)C1CCC(=O)N(CCc2cccc(F)c2)C1 (stereo not given)	.	i	0.8	.
CN(Cc1ccc2nsnc2c1)C(=O)C1CCC(=O)N(CCc2ccccc2)C1 (stereo not given)	.	i	0.5	.
C#CCOCCOCCOCCNc1nc(N2CCN(C(=O)[C@H](CC(N)=O)n3cc([C@@H](N)CC(N)=O)nn3)CC2)nc(N2CCN(C(=O)[C@H](CC(N)=O)n3cc([C@@H](N)CC(N)=O)nn3)CC2)n1	.	i	0.3	.

(cont.)
SMILES	WT yeast gro inh	Myeloid diff MLP	Myeloid diff MLP GFP+ MAC1+ %	SIAH1 antagonists	others
CCCCCn1nnnc1-c1nc2cc3ccccc3cc2[nH]c1=O	.	i	1.8	.
COc1ccc(NC(=O)C2CC3C=CC2C3)c([N+](=O)[O-])c1 (stereo not given)	.	i	0.9	.
OC(CNCCN1CCNCC1)Cc1ccccc1 (stereo not given)	.	i	0.9	.
COC(=O)[C@H](CCSC)NC(=O)Cn1cnc2c(OCc3ccccc3)ncnc21	.	i	0.9	.
CC1(C(=O)NCc2ccccc2Br)CCN1C(=O)Cc1ccc(-c2ccccc2)cc1 (stereo not given)	.	i	0.7	.
O=C1NC[C@H](Cc2ccccc2)N(CC2CCN(CCCCc3ccccc3)CC2)C1=O	.	i	1.0	.
Cc1nc(C(=O)N2CCCC(N3CCN(c4ccc(F)cc4)CC3)C2)cs1 (stereo not given)	.	i	0.5	.
CC(=O)Nc1ccc(NC(=O)COC(=O)c2ccc(S(=O)(=O)N(C)c3ccccc3)cc2)cc1	.	i	0.4	.
CN1CCn2cnc(C(=O)Nc3ccc(CNC(=O)OC(C)(C)C)cc3)c2C1=O	.	i	0.9	.
CCC[C@H]1CC(=O)C=C(c2ccc(OC)cc2)ON1C(=O)OC(C)(C)C	.	i	0.3	.
COc1cccc(CC(=O)OCC(=O)Nc2c(C)nn(-c3ccccc3)c2C)c1	.	i	0.8	.
CCOC(=O)c1cc(-c2cccc(O)c2)oc1C	.	i	1.3	.
COc1ccc(C(=O)OCC(=O)N(Cc2ccccc2)Cc2ccccc2)c(O)c1	.	i	0.8	.
O=C(C=CC=Cc1ccccc1)c1ccc([N+](=O)[O-])cc1	.	i	0.3	.
NC(Cc1ccc(F)cc1)c1csc(Nc2cc(NCc3ccco3)ncn2)n1 (stereo not given)	.	i	1.9	.
CC(CCc1ccccc1)NC(=O)CCNC(=O)c1ccccc1Cl (stereo not given)	.	i	0.2	.
O=C(Cn1cc(C(F)(F)F)ccc1=O)Nc1ccc2c(c1)OCCO2	.	i	1.3	.
Cc1ccccc1-c1cccc([C@@H]2C[C@H]3[C@H](CON3C)CN2Cc2ccccc2)c1	.	i	1.2	.
COc1ccc(C)cc1-n1nnnc1SC(C)C(=O)NC1CCCC1 (stereo not given)	.	i	1.7	.
Cc1cc(O)cc(=O)n1Cc1ccccc1	.	i	0.7	.
Cc1noc(C)c1NC(=O)N(C)C[C@H]1OCc2cn(nn2)CCCC(=O)N([C@@H](C)CO)C[C@@H]1C	.	i	0.5	.
COc1ccc(C2/C(=C(/O)c3ccc(F)cc3)C(=O)C(=O)N2CCCN(C)C)cc1 (stereo not given)	-8	i	0.3	.	WT yeast gro inh mutant strain=-8
CCOC(=O)N1CCC(NC(=O)CCc2c(C)nc3c(c(C)nn3-c3ccccc3)c2C)CC1	3	i	4.0	.	WT yeast gro inh mutant strain=-2
CCOC(=O)N1CCC(NC(=O)C2CCN(Cc3nc(-c4ccc(CC)cc4)oc3C)CC2)CC1	11	i	1.5	.	WT yeast gro inh mutant strain=6
CCN(CC)CCOC(=O)c1ccc(N/C=C(/C#N)c2nc(-c3ccc4c(c3)OCO4)cs2)cc1	.	i	0.9	2%
CNC(=O)c1sc(NCc2ccccc2OC)nc1C	.	i	2.6	-1%
COc1ccc(C(=O)c2cccc(C(=O)c3ccc(OC)c(C)c3)c2)cc1C	.	i	0.3	2%
O=C(CSc1nnc(-c2ccc(F)cc2)o1)NC1CCCC1	.	i	0.4	-2%
COc1cccc(N(CC(=O)NC2CCCCC2)C(=O)Cn2nnc(-c3ccc(C)o3)n2)c1	.	i	1.2	-1%
c1ccc(-c2nnc(N3CCCC3)nc2-c2ccccc2)cc1	.	i	0.2	4%
O=C(NCCN1CCNC1=O)C1CCC(=O)N(CCc2ccc(Cl)cc2)C1 (stereo not given)	.	i	0.0	6%
O=C(COc1ccc(Cl)cc1Cl)NNC(=S)NC(=O)c1ccco1	.	i	0.3	-8%
COc1cc(C2C(C(=O)c3ccc(C)o3)=C(O)C(=O)N2CCN2CCOCC2)ccc1OCCC(C)C (stereo not given)	.	i	0.5	-1%
COc1ccc(Cc2nc3ccc(C(=O)N(C)CCc4cnn(C)c4)cc3o2)cc1OC	.	i	0.6	-2%
CC(=O)N1C(C(=O)O)Cc2c([nH]c3ccccc23)C1C (stereo not given)	.	i	0.4	-1%
COc1ccccc1C(O)(C(=O)N(NC(C)=O)c1ccccc1)c1ccccc1OC	.	i	0.9	-1%
COCC(=O)N1CCC(Oc2ccc(C(=O)N3C[C@@H]4CCC[C@H]3C4)cc2)CC1	.	i	1.3	3%
O=C(N/N=C/C=C/c1ccccc1)c1cc(C2CC2)[nH]n1	.	i	0.3	-2%
O=C(NCc1ccco1)C1CCCN1C(=O)Nc1ccc(Br)cc1 (stereo not given)	.	i	1.0	0%

Filtered by structure, the entries above with a tert-butyl group (2)
SMILES	WT yeast gro inh	Myeloid diff MLP	Myeloid diff MLP GFP+ MAC1+ %	SIAH1 antagonists	others
CN1CCn2cnc(C(=O)Nc3ccc(CNC(=O)OC(C)(C)C)cc3)c2C1=O	.	i	0.9	.
CCC[C@H]1CC(=O)C=C(c2ccc(OC)cc2)ON1C(=O)OC(C)(C)C	.	i	0.3	.
